Abeta rescue: compounds reversing amyloid beta toxicity in yeast; yeast expressing A-beta42, growth rescue, OD600, 48 h; response scale: 0% DMSO, 100% iron-clioquinol control; Potency, µM (top dose mostly 46.1 µM), without a hit: top-dose growth rescue, most hits filed as activators; 410,000 compounds, 0.063% hits; AID 1347071; further: potency means the concentration at half of the fitted maximal effect; nearly all actives have a fitted effect of over 55% in size
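Growth rescue measured by 600 nm absorbance after 48 h yeast culture at 30 C with compound. Values normalized between DMSO and an equimolar ferric chloride plus clioquinol control.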
EPAC1 agonist: activates human EPAC1 exchange factor; O95398; EPAC1 agonist qHTS, biochemical assay; response scale: 100% = response to 6.5 mM cAMP; Potency, µM (highest dose often 154 µM), without a hit: at the highest dose activation, actives largely listed as activators; 360,000 compounds, 0.073% hits; further: potency means the concentration at half of the fitted maximal effect; nearly all actives have a fitted effect of over 60% in size
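Nucleotide exchange by EPAC1 (100 nM) on Rap1B–BODIPY-GDP (250 nM) in the presence of 50 uM GDP is tracked fluorescently at 480/540 nm over 30 min. Signals are normalized to a 6.5 mM cAMP control.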
FUS suppressor: FUS proteinopathy suppression in yeast; S. cerevisiae FUS-expressing, growth rescue, OD600, 24 h; Potency, µM (titrated, usually from 76.6 µM), without a hit: top-dose growth rescue (activation), hits mostly activators; 390,000 compounds, 0.24% hits; AID 1347120;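 further: potency means the concentration at half of the fitted maximal effect; plate controls were DMSO vehicle for no effect and reference control for full effect; nearly all actives have a fitted effect of over 55% in size; some results filed as inactive show a strong effect at the top dose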
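Absorbance at 600 nm, taken 24hr after compound addition, measured rescue of FUS-yeast growth at 30C. Induction used 2% galactose with seeding at OD 0.005. Controls: CP55940 from 92uM final, DMSO only.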
aSyn yeast inh: inhibitors of alpha-synuclein toxicity in yeast; Yeast expressing alpha-synuclein, growth rescue, BacTiter-Glo, 24 h; Potency, µM (highest dose often 46.1 µM), for inactives: at the highest dose growth rescue (activation), hits mostly activators; 370,000 compounds, 0.14% hits; AID 652106; further: potency means the concentration at half of the fitted maximal effect; % of control where 0% means no effect; nearly all actives have a fitted effect of over 65% in size
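Rescue of yeast growth: cells expressing toxic alpha-synuclein, induced in galactose at OD600 0.02, incubated with compound 24 h at 30 C. ATP luminescence quantified growth; inhibitors of toxicity appear as activators.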
PI5P4K alpha inh: inhibitors of human PI5P4K alpha. P48426. PI5P4Kalpha enzyme, ADP-Glo luminescence, 60 min; hits give low values. max response, %. 330,000 compounds, 1.2% hits; active means max response of -50% or lower; inconclusive means between -30% and -50%; inactive means -30% or higher; further: value at the top dose of about 77 µM; on the % scale 0 is the no-effect control and ±100 the full control effect
Target sequence (P48426 whole entry, looked up): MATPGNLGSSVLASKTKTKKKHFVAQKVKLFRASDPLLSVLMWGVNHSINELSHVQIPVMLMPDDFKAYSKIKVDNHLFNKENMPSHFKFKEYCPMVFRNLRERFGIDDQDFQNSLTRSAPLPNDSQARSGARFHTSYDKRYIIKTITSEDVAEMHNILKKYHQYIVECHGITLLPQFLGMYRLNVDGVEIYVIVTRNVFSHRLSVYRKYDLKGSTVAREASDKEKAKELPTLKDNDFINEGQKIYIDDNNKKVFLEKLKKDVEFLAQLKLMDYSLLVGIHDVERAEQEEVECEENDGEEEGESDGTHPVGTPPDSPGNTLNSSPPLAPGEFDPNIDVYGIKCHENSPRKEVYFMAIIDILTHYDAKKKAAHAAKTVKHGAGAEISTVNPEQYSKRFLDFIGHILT
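ADP-Glo luminescence end-point after a 60 min room-temperature kinase reaction. PI5P4Kalpha and substrate in HEPES pH 7.4 buffer with EGTA, 0.1% CHAPS and 5% DMSO; ATP at 5 microM final.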
IL2 activator: activators of IL-2; activation, % (series mostly up to about 46 µM); 360,000 compounds, 0.065% hits; IL-2 activation reporter assay, cell-based qHTS; stimulated with anti-CD3/CD4/CD28 beads; in transgenic mouse T cells; in the data active means activation above about 50%; inconclusive means mostly about 30% to 49%; further: 0% is about no effect
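Unstimulated transgenic mouse T cells, 750 per well, received compound and, after 60 minutes, anti-CD3/anti-CD4 bead plus anti-CD28 stimulation. EGFP and DsRed were quantified after 18 hours.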
WRN helicase inh: blocks human WRN helicase; Q14191; WRN helicase unwinding, fluorescent forked duplex, kinetic; Potency, µM (highest dose often 114 µM), for inactives: at the top dose activity change, negative = inhibition, most hits filed as inhibitors; 360,000 compounds, 0.46% hits; further: potency means the concentration at half of the fitted maximal effect; on the % scale 0 is the no-effect control and ±100 the full control effect; nearly all actives have a fitted effect of over 55% in size
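Fluorescence dequenching readout, ex 525 nm/em 598 nm, kinetic mode: forked duplex DNA (100 nM final) with adjacent fluorophore and quencher unwound by WRN (20 nM final) with 2 mM ATP. Compound preincubation 15 min, room temperature.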
PLK1 PBD inh: PLK1 (human) polo-box domain binding inhibition; P53350; Plk1 PBD binding of FITC phosphopeptide, fluorescence polarization; Potency, µM, without a hit: max response, negative = inhibition, most hits filed as inhibitors; 360,000 compounds, 2.8% hits; further: potency means the concentration at half of the fitted maximal effect; series mostly up to about 57 µM; on the % scale 0 is the no-effect control and ±100 the full control effect; nearly all actives have a fitted effect of over 65% in size
Target sequence (P53350 whole entry, looked up, the tested form may be a part): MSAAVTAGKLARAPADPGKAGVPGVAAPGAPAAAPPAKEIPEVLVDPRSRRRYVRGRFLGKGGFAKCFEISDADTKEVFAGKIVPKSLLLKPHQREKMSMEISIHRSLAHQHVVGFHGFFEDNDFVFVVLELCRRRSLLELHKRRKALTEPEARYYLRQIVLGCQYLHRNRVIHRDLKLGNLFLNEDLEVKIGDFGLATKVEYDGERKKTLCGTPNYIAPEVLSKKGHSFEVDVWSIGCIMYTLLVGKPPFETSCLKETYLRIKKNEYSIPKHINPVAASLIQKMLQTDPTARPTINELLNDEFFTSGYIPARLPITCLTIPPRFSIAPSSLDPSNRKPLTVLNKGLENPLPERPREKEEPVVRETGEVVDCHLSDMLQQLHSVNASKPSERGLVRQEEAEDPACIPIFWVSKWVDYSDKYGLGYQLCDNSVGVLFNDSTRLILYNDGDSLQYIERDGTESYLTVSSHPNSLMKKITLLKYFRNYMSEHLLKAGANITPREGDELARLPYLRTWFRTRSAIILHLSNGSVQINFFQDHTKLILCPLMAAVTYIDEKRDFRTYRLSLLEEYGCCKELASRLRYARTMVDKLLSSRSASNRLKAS
EPAC1 antagonist: EPAC1 (human) antagonism | EPAC1 GEF assay, Rap1b-BODIPY-GDP exchange fluorescence | 360,000 compounds, 0.14% hits | Potency, µM (doses to about 115 µM), for the others: top-dose activity change, negative = inhibition, hits mostly inhibitors;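 further: potency means the concentration at half of the fitted maximal effect; plate controls were vehicle for no effect and positive control for full effect; nearly all actives have a fitted effect of over 50% in size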
An asterisk follows results filed as active; ? = inconclusive; · = not tested or not shown; & = joins results of further samples; [ ] = remark or other dose. Unless noted, the call rests on the fitted dose curve; in most records, active means well fitted curve in the direction sought with a large enough effect; inconclusive means small, poorly fitted or top-dose-only effect, or another doubt; inactive means no such curve, though single readings can be large; an effect the other way counts as inactive or inconclusive.

item	SMILES	Abeta rescue	EPAC1 agonist	FUS suppressor	aSyn yeast inh	PI5P4K alpha inh	IL2 activator	WRN helicase inh	PLK1 PBD inh	EPAC1 antagonist
1	N=c1ccn(Cc2ccc(Cl)cc2Cl)cc1	16%	-6%	2%	-17%	10	0.1	-1%	-2%	8%
2	CC(=O)Oc1ccc([C@@H]2COc3c(ccc4c3C=CC(C)(C)O4)C2)c(OC(C)=O)c1	-11%	-2%	-10%	-10%	20	-0.4	-14%	-1%	-26%
3	O=C(c1sc2ccccc2c1Cl)N1CCN(c2ccc(F)cc2)CC1	-2%	10%	29%	11%	1	-1.1	1%	-9%	4%
4	COCCNC(=S)N(CCc1c(C)[nH]c2ccc(C)cc12)Cc1cc(OC)c(OC)c(OC)c1	5%	11%	?	5%	0	-4.9	-12%	-6%	-16%
5	COc1ccc(C2C(C(=O)Nc3cccc(C)n3)c3ccccc3C(=O)N2C)cc1OC (stereo not drawn)	5%	-3%	42%	-1%	·	-1.5	9%	-1%	2%
6	CCOc1ccc(NC(=O)CN(C)C(=O)COc2cccc(CC)c2)cc1OCC	6%	-6%	26%	0%	3	-4.9	5%	-6%	-19%
7	Clc1ccccc1CN1CCN(/N=C/C=C/c2ccco2)CC1	4%	20%	-13%	-6%	-3	0.3	1%	-2%	4%
8	O=C(/C=C/c1cccs1)c1ccc(N2CCOCC2)cc1	-7%	9%	23%	9%	-21	1.5	-8%	1%	7%
9	COc1ccc(-c2cc(CNC(=O)CN(C)Cc3ccccc3)on2)cc1	2%	3%	·	-1%	10	-4.7	-35%	-7%	-5%
10	CC1OC(OCC2OC(Oc3c(-c4ccc(O)cc4)oc4cc(O)cc(O)c4c3=O)C(O)C(O)C2O)C(O)C(O)C1O (stereo not drawn)	4%	-2%	12%	0%	-67*	1.0	?	-7%	3%
11	COc1ccc(C(NC(=O)CC(C)C)NC(=O)CC(C)C)cc1OC	14%	0%	-15%	3%	10	-0.3	-3%	-1%	-1%
12	CCN(CC)S(=O)(=O)c1cc(C(=O)OCC(=O)Nc2cccc(S(=O)(=O)N(C)C)c2)ccc1F	-4%	12%	18%	-6%	-1	-0.4	-12%	-15%	-17%
13	COc1ccccc1/C=C/c1nc(S(=O)(=O)c2ccccc2)c(N2CCC(C(N)=O)CC2)o1	-5%	-3%	23%	-1%	-11	-3.4	-7%	?	12%
14	O=C(c1ccco1)N1CCN(C(c2cccs2)c2sc3ncnn3c2O)CC1 (stereo not drawn)	0%	2%	-4%	-1%	1	0.7	3%	0%	-6%
15	O=C(COc1ccc2c(c1)OCO2)Nc1ccc2c(c1)oc1ccccc12	15%	6%	27%	-2%	-5	-0.2	-7%	-8%	-7%
16	CC1=C(C(=O)N2CCN(C(=O)c3ccco3)CC2)C2(CCC(C)CC2)OC1=O (stereo not drawn)	-13%	0%	-7%	-1%	3	-3.2	-2%	-8%	-4%
17	CC(C)COCC(O)CCC(=O)NNC(=S)Nc1ccccc1 (stereo not drawn)	-10%	11%	·	-12%	-23	-2.9	-16%	-3%	-3%
18	N#Cc1nc(NCC(F)F)nc(Nc2cc(F)cc(F)c2)n1	-18%	1%	-15%	·	·	-0.5	·	·	-6%
19	CS(=O)(=O)NCCCCNc1ccc(C(F)(F)F)cc1[N+](=O)[O-]	-12%	-3%	11%	1%	0	-0.9	-2%	-13%	-17%
20	Cc1cc(C)cc(OCC(=O)N(C)CC(=O)Nc2ccc(Cl)c(C(F)(F)F)c2)c1	25%	-7%	?	2%	34	0.3	-8%	-2%	-18%
21	Cc1nc2ccc(NC(=O)NCCO)cc2s1	-3%	9%	30%	-3%	-1	-0.9	-1%	-10%	30%
22	CC(Sc1ccc(Cl)cc1)C(=O)NCC(c1ccco1)N1CCCCC1 (stereo not drawn)	4%	-1%	12%	-3%	2	-0.6	-13%	-5%	-1%
23	O=C(c1cc(-c2ccco2)nc2ccccc12)N1CCN(c2ccc(F)cc2)CC1	0%	0%	?	0%	-7	-0.5	-29%	-7%	-5%
24	COc1ccc(C(=O)N[C@H](C(=O)Nc2cccc(S(=O)(=O)N3CCOCC3)c2)C(C)C)cc1	-15%	0%	7%	-4%	4	-2.0	8%	-8%	11%
25	COc1ccc(N2C(=O)c3ccccc3NC2c2cccnc2)cc1 (stereo not drawn)	-17%	6%	8%	-2%	3	-4.6	6%	-14%	-11%
26	Cc1ccc(S(=O)(=O)c2nc(C)oc2N2CCOCC2)cc1	6%	8%	14%	-1%	-12	-3.2	-18%	21µM*	4%
27	CC1CCN(C(=O)Cn2cc(C(=O)C3CC3)c3ccccc32)CC1	-16%	1%	26%	2%	1	-0.4	9%	-7%	-9%
28	COc1ccc(C)cc1NS(=O)(=O)c1cn(C)c(=O)n(C)c1=O	1%	-7%	8%	-1%	1	-3.1	-2%	3%	7%
29	Cc1ccc(C(=O)NCC(=O)OCC(=O)c2cc(C)n(Cc3ccco3)c2C)cc1	-4%	6%	37%	6%	-11	-4.1	-4%	-5%	-26%
30	CC(=O)c1c(C)[nH]c(C(=O)OCC(=O)N(CC(C)C)C2CCS(=O)(=O)C2)c1C (stereo not drawn)	0%	1%	7%	1%	8	-4.1	5%	-6%	1%
31	O=C(NCc1nnc(SCC(=O)N2CCOCC2)o1)c1ccccc1F	-8%	-2%	-10%	0%	4	-1.4	7%	-14%	10%
32	Cc1ccc(NC(=O)CCSc2nnc(Cc3ccccc3)o2)cc1	3%	-10%	·	5%	-2	-3.9	5%	-5%	2%
33	Cc1cc(SCC(=O)c2cccs2)n2nc(C)c(-c3ccccc3)c2n1	20%	-8%	·	-2%	8	-0.6	-19%	-19%	?
34	COc1ccc(CC(=O)Nc2ccc(OC(C)=O)cc2C(=O)O)cc1	-3%	9%	6%	3%	-11	2.0	-3%	-8%	-25%
35	O=C1CCN(Cc2ccc([N+](=O)[O-])cc2)CCN1[C@H](CO)c1ccccc1	-1%	-1%	2%	-3%	3	-3.1	6%	-9%	-10%
36	COc1cccc(NC(=O)Nc2ccc(F)cc2)c1	0%	10%	-13%	3%	0	1.0	-5%	-6%	-14%
37	CN(C)CCn1c2c(c(SCC(=O)NCc3ccccc3)nc1=O)CCC2	-13%	-6%	5%	5%	-5	-1.0	7%	0%	4%
38	COc1ccccc1N/N=C/c1ccc2c(c1)OCO2	-12%	7%	-13%	1%	3	0.0	-4%	-24%	-2%
39	Cc1ccc(NC(=O)C2CCN(C(=O)[C@@H]3Cc4ccccc4CN3)CC2)cc1	28%	1%	-4%	-3%	5	-0.9	-4%	-14%	-26%
40	O=C(Nc1ccc(-c2nc3ncccc3o2)cc1)c1ccc(Br)o1	-20%	-13%	35%	-4%	-12	1.7	0%[57.1 µM]	-14%	-6%
41	Cc1ccc(-n2nc3c(=O)n(CCCC(=O)NC4CCC(C)CC4)nc(C)c3c2C)cc1 (stereo not drawn)	-2%	6%	-2%	2%	4	-3.7	-1%	-5%	0%
42	O=C(Nc1cccc(-c2nnc(-c3ccccc3)o2)c1)c1ccco1	-1%	-6%	·	7%	-4	-2.7	-20%	-5%	6%
43	CC1(C)CC(=O)C=C(c2ccc(I)cc2)C1	-49%[inhibitor]	-13%	7%	-5%	-10	0.1	-29%	-14%	-4%
44	CCOC(=O)C1CCCN(CC(=O)Nc2c(C(=O)OC)[nH]c3ccc(C)cc23)C1 (stereo not drawn)	-2%	13%	15%	-4%	-2	-1.6	6%	-7%	-4%
45	CCc1csc(CCNC(=O)C2CCC(=O)N(CCOC)C2)n1 (stereo not drawn)	25%	8%	-3%	0%	7	-0.5	-2%[57.1 µM]	3%	14%
46	NS(=O)(=O)c1ccc(CCNC(=O)CN2CCN(Cc3cccc4ccccc34)CC2)cc1	7%	0%	18%	-2%	-8	0.2	9%	-4%	-7%
47	OC(c1ccccc1)(c1ccccc1)C1CCN(CCCOc2ccc(F)cc2)CC1	3%	-1%	13%&15%	2%	11	-0.3	-7%	-2%	-4%
48	CCN(c1ccccc1)c1ncnc2c1cnn2-c1ccccc1	-10%	9%	10%	-18%	7	-2.0	-3%	0%	-11%
49	O=C(NCCO)/C(=C/c1ccco1)NC(=O)c1ccco1	10%	7%	-2%	-4%	-12	-0.6	?	-11%	-1%
50	FC(F)(F)c1ccc(-n2cn[nH]c2=S)cc1	1%	1%	-15%	0%	0	-1.3	-2%	-19%	0%
51	Cn1c(CSCc2ccccc2)nnc1SCC(=O)Nc1ccc(C(=O)O)cc1	2%	-1%	-1%	-7%	-73*	-3.0	-4%	-7%	4%
52	CCc1nc2n(n1)C(O)c1cc([N+](=O)[O-])ccc1S2 (stereo not drawn)	4%	5%	7%	-1%	1	-0.4	2%	-2%	-4%
53	COc1cc(Cl)c(S(=O)(=O)NCCCN2CCOCC2)cc1Cl	4%	17%	-17%	-7%	-6	1.4	10%	-27%	1%
54	Cc1ccc(Cn2nc(C)c3cc(C(=O)OCC(N)=O)sc32)cc1	-7%	-1%	3%	1%	3	1.0	6%	-1%	-7%

Screening data: PubChem, National Center for Advancing Translational Sciences (NCATS)
